Tau fibril FP: qHTS for Inhibitors of Tau Fibril Formation, Fluorescence Polarization; Potency, µM (series often up to 57.7 µM), without a hit: at the highest dose activity, negative = inhibition, usual class: inhibitors; Microtubule-associated protein tau (Homo sapiens), P10636; AID 1468, 2008; K18 P301L tau heparin fibrillization, Alexa594 FP, 6 h; 0.39% of 280,000 active; further: on the % scale 0 is the no-effect control and ±100 the full control effect; nearly all actives have a fitted effect of over 55% in size
Target sequence (P10636 561-689 P618L limits assumed): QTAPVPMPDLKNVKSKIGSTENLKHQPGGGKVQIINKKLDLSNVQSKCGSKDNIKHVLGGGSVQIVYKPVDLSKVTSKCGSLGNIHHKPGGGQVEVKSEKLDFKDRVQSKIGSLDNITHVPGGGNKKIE
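Heparin (20 uM) drove fibril formation of recombinant tau K18 P301L, 15 uM unlabeled with 0.24 uM Alexa 594 label, for 6 hr at 37 C in 100 mM sodium acetate pH 7. Fluorescence polarization (555/632 nm) read 1 hr after 30 uM ThT.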
Tau ThT inhib: qHTS for Inhibitors of Tau Fibril Formation, Thioflavin T Binding | Potency, µM (doses to about 57.4 µM), for the others: top-dose activity, negative = inhibition, hits mostly inhibitors | 2.1% of 270,000 active | Microtubule-associated protein tau (Homo sapiens), P10636 | AID 1460, 2008 | recombinant tau K18 P301L, heparin-induced fibrillization, ThT fluorescence; further: on the % scale 0 is the no-effect control and ±100 the full control effect; nearly all actives have a fitted effect of over 55% in size
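Tau K18 P301L fragment (15 uM unlabeled plus 0.24 uM Alexa 594-labeled) in 100 mM sodium acetate pH 7 with compound, fibrillization induced by 20 uM heparin for 6 hr at 37 C. Thioflavin T (30 uM) added, fluorescence read after 1 hr (ex 450, em 510 nm).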
KDM4E inh: qHTS Assay for Inhibitors of Human Jumonji Domain Containing 2E (JMJD2E). AID 2147, 2009. Potency, µM (titrated, usually from 57.1 µM), without a hit: top-dose activity change, negative = inhibition, hits mostly inhibitors. 1.6% of 230,000 active. JMJD2E catalytic domain, FDH-coupled NADH fluorescence (FDH is formaldehyde dehydrogenase); active means well fitted inhibition curve with a large enough effect, not every such curve was filed as active; inconclusive means small, poorly fitted or top-dose-only effect, or another doubt; inactive means no such curve, though single readings can be large or run the other way;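 further: 0% = wells with enzyme and -100% = buffer wells without enzyme; nearly all actives have a fitted effect of over 50% in size; many of its hits are not listed in these tables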
Target sequence (B2RXH2 1-337 limits assumed): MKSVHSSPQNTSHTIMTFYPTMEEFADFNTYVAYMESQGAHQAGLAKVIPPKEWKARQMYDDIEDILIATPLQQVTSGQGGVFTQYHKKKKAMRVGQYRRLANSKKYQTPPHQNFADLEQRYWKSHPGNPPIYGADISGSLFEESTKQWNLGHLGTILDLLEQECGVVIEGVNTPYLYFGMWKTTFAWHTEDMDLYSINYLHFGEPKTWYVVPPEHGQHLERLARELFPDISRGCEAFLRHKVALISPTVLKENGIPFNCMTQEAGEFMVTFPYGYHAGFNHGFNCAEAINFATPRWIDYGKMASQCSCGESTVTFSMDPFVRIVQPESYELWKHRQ
Tau fluor cs: Counterscreen qHTS for Inhibitors of Tau Fibril Formation, Fluorescence Polarization; 0.93% of 280,000 active; tau K18 P301L (four-repeat tau fragment) Alexa594 fluorescence, heparin fibrillization; Potency, µM (titrated, usually from 57.7 µM), inactives show at the highest dose activity change, negative = decrease; further: on the % scale 0 is the no-effect control and ±100 the full control effect; nearly all actives have a fitted effect of over 55% in size
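Human K18 P301L tau (15 uM unlabeled plus 0.24 uM Alexa 594-labeled, final) in 100 mM sodium acetate pH 7 was mixed with compound and 20 uM heparin and incubated 6 hr at 37 C.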
HTT aggregate: qHTS Multiplex Assay to Identify Dual Action Probes in a Cell Model of Huntington: Aggregate Formation (GFP); PC12 HttQ103-GFP aggregates, Acumen cytometry, 40 h; Potency, µM (series often up to 46.1 µM), for inactives: at the highest dose activity change, negative = inhibition, hits mostly inhibitors; 1.1% of 220,000 active; AID 1688, 2009; further: on the % scale 0 is the no-effect control and ±100 the full control effect; nearly all actives have a fitted effect of over 60% in size
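Steps: seed 1500 PC12 HTTQ103-GFP cells/well; add tebufenozide, 100 nM final; add compound titration; add ATPLite reagent; quantify GFP aggregates by laser scanning cytometry.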
ALDH1A1 block: qHTS Assay for Inhibitors of Aldehyde Dehydrogenase 1 (ALDH1A1) | 7.3% of 220,000 active | Aldehyde dehydrogenase 1A1 (Homo sapiens), P00352 | Purified ALDH1A1, NADH fluorescence, propionaldehyde substrate | Potency, µM (series often up to 75.3 µM), without a hit: top-dose activity, negative = inhibition, most hits filed as inhibitors | AID 1030, 2008; active means well fitted inhibition curve with a large enough effect, not every such curve was filed as active; inconclusive means small, poorly fitted or top-dose-only effect, or another doubt; inactive means no such curve, though single readings can be large or run the other way;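 further: plate controls were no enzyme wells and a reference inhibitor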
Target sequence (P00352 whole entry, looked up): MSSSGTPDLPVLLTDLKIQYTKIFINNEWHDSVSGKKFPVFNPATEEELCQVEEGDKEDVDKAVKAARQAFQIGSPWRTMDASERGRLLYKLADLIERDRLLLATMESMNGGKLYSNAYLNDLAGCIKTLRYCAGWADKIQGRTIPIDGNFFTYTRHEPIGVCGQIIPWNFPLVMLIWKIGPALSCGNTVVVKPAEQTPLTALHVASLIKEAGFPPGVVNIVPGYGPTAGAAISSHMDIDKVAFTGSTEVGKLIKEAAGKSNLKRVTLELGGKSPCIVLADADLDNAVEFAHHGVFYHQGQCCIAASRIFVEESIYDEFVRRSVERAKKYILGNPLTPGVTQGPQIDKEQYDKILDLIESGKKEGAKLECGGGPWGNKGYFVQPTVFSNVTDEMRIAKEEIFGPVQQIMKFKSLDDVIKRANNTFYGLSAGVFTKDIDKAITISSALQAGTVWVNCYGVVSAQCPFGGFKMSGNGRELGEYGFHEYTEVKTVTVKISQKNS
HTT cytoprotect: qHTS Multiplex Assay to Identify Dual Action Probes in a Cell Model of Huntington: Cytoprotection (ATP); PC12 HTT-Q103 induced, cytoprotection, ATP luminescence, 40 h; Potency, µM (titrated, usually from 56.4 µM), without a hit: cytoprotection (ATP increase), actives largely listed as activators; 0.14% of 230,000 active; AID 1471, 2008;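 further: % of control where 0% means no effect; nearly all actives have a fitted effect of over 45% in size; toxic huntingtin expression switched on by the ecdysone agonist tebufenozide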
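PC12 cells with ecdysone-inducible HTT exon 1 Q103-GFP, induced with 100 nM tebufenozide and co-treated with library compounds in a dose series (1536-well, 1500 cells/well). Cytoprotection read as ATP content by ATPlite luminescence.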
SMN2 splice enh: qHTS Assay for Enhancers of SMN2 Splice Variant Expression. Potency, µM (highest dose often 46.1 µM), without a hit: top-dose activity change, positive = activation, actives largely listed as activators. 2.8% of 210,000 active. AID 1458, 2008. HEK293 SMN2-luciferase splicing reporter, luminescence, 30-36 h; further: % of control where 0% means no effect; nearly all actives have a fitted effect of over 55% in size
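qHTS luciferase splicing reporter: luminescence rises when SMN2 exon 7 is included in transfected HEK293 cells. Compound exposure lasted 30-36 h at 37C, with 4.5 mM final sodium butyrate as control, followed by a ONE-Glo read.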
* hit, by the source's call; ? = inconclusive; / = not tested or not shown; & = joins results of further samples; [ ] = dose if it differs, or a comment. Unless noted, the call rests on the fitted dose curve; in most records, active means well fitted curve in the direction sought with a large enough effect; inconclusive means small, poorly fitted or top-dose-only effect, or another doubt; inactive means no such curve, though single readings can be large; an effect the other way counts as inactive or inconclusive. Potency means the concentration at half of the fitted maximal effect.

SMILES	Tau fibril FP	Tau ThT inhib	KDM4E inh	Tau fluor cs	HTT aggregate	ALDH1A1 block	HTT cytoprotect	SMN2 splice enh
Cc1cc(C)c2c(=O)n(CC(=O)NCCCN3CCOCC3)sc2n1	16µM*	10µM*	?	-21%	-8%	?	6%[10 µM]	-32%[inhibitor]
COc1ccc(OCC(=O)NNC(=O)C(=O)Nc2ccc(C)cc2)cc1	-8%	5%	3%	-11%	-5%	-5%	/	24%
O=C(N/N=C/c1cc([N+](=O)[O-])ccc1O)C1C2CCCCC21 (stereo unspecified)	12%	?	?	-14%	-3%[9.22 µM]	-3%	1%[10 µM]	-9%
CCOC(=O)C1(CCCc2ccccc2)CCN(C(=O)CCc2cnn(C)c2)CC1	13%	-3%	-9%	8%	1%[9.22 µM]	?	24%[10 µM]	-33%[inhibitor]
CC(C)CC(CO)N1CCN(C(=O)c2cccc(C(F)(F)F)c2)CCC1=O (stereo unspecified)	1%	-9%	1%	-10%	10%	4%	/	-63%[inhibitor]
Cc1ccc(S(=O)(=O)NC(=O)c2ccc(Br)o2)c(C)c1	-1%[81.3 µM]	-6%[81.4 µM]	2%	-2%[81.3 µM]	-9%	15%&12%	-19%	18%
CN1CCN(CCCN2c3ccccc3Sc3ccc(Cl)cc32)CC1	10%&15%&5%&13%	?	?	?	-9%	-4%	-296%[inhibitor]	-37%[inhibitor]
Cc1cc(C(F)(F)F)nn1Cc1n[nH]c(=S)n1-c1cccc(Cl)c1	7%	-7%	4%	-9%	8%	-12%	-16%	-4%
Cc1ccc(NC(=S)N2CCN(c3nccc(C(F)(F)F)n3)CC2)c(C)c1	-6%	-5%	?	-16%	-11%[9.22 µM]	?	-13%[10 µM]	/
Cc1ccc(NCc2nnc(SCC(N)=O)n2CC2CCCO2)c(C)c1 (stereo unspecified)	6%	-3%	0%	4%	0%	1%	7%[10 µM]	22%
Cc1nnc(OC(C)C)c2nn(-c3ccccc3F)c(C)c12	0%	-6%	-1%	-6%	14%	2%	-1%	-8%
O=C(Nc1nccs1)c1cc2c(s1)-c1ccccc1OC2	-15%	-21%	?	-27%	0%	-10%	-52%[inhibitor]	10µM*
O=C(CCCCCN1C(=O)c2cccc3cccc(c23)C1=O)NCc1ccco1	2%	-10%	?	-11%	-1%[9.22 µM]	?	-6%[10 µM]	/
Cc1nc(-c2ccccc2)sc1-c1n[nH]c(=S)n1C	-1%	-8%	?	-5%	12%	25µM*	-19%	-2%
CCn1c(SCC(=O)NCC(=O)Nc2ccc(F)cc2)nnc1-c1ccncc1	-3%	-13%	-11%	-14%	16%	?	-3%	/
CCCCNS(=O)(=O)c1ccc(OC)cc1	-2%	-1%	3%	1%	8%	8%	2%	-20%
COc1cc(C2NC(=O)NC(c3ccccc3)=C2C(C)=O)c(Cl)cc1OCC(=O)O (stereo unspecified)	-13%	-7%	-1%	-8%	7%	2%	?	8%
O=C1CC(c2ccccc2)CN1C(=O)c1cccc([N+](=O)[O-])c1 (stereo unspecified)	-4%	-1%	-1%	-10%	?	-6%	2%[10 µM]	6%
CCc1nc2ccccc2c(C(=O)OCCN2C(=O)c3ccccc3C2=O)c1C	-3%	-12%	2%	-16%	6%	6%	-8%	-18%
C=CCNC(=S)N/N=C(\C)c1ccccn1	-1%	-4%	8.9µM*	-5%	3.5µM*	?	-61%[inhibitor][10 µM]	-69%[inhibitor]
O=C(N/N=C/C(Br)=C\c1ccccc1)c1cccs1	?	-8%	-20%	?	-1%[9.22 µM]	/	4%[10 µM]	/
CCc1c(C)nc2nncn2c1Nc1ccc(Cl)cc1	2%	1%	/	2%	/	/	/	-25%
Cc1[nH]c2ccc(F)cc2c1CCN(Cc1ccncc1)C(=S)Nc1ccccc1	6%	-15%	-15%	?	-20%	19%	-3%	-7%
N#Cc1c(N)n(-c2ccc(C(=O)O)cc2)c2nc3ccccc3nc12	-9%	-4%	?	-7%	-13%[9.22 µM]	/	8%[10 µM]	/
COc1ccc(-c2nnc(Sc3nc4ccccc4o3)c3ccccc23)cc1	-5%	?	?	-5%	-15%	2%	?	-3%
COc1ccc(/C=N/NC(=O)c2cccnc2)cc1COc1ccc([N+](=O)[O-])c(C)c1	-13%	-18%	-19%	?	-23%[9.22 µM]	10µM*	-50%[inhibitor][10 µM]	/
COCCCNCCCOc1ccc(Cl)cc1Br	2%	-6%	-26%	-1%	5%	-5%	-8%	2%
COCCNCc1ccc(C(C)C)cc1	6%	-4%	6%	-3%	-14%[9.22 µM]	2%	-3%	-6%
Cn1c(=O)c2[nH]c(-c3ccc(S(=O)(=O)O)cc3)nc2n(C)c1=O	-4%&-8%	-9%&-4%	?	-9%&-3%	/	?	3%	-6%&3%
Cn1ncc(S(=O)(=O)Cc2ccccc2)c(Cl)c1=O	?	?	-20%	-11%	-3%[9.22 µM]	1.1µM*	-1%[10 µM]	/
CC1CCCN(C(=O)CSc2nnc(-c3ccc(S(=O)(=O)N4CCOCC4)cc3)n2C)C1 (stereo unspecified)	9%	10%	?	11%	3%	?	5%[10 µM]	-13%
Cc1cc(C)c2c(N)c(C(=O)NC3CC3)sc2n1	0%	-12%	?	-5%	-4%	?	8%	-8%
CCC1(CC)NC(=O)N(CC(=O)OCC(=O)Nc2ccc(F)c(F)c2F)C1=O	2%	7%	5%	2%	4%	-3%	-17%	/
CC1(OC(=O)c2cccs2)C(=O)C=C2C=C(C3CC3)OC=C2C1=O (stereo unspecified)	-9%&2%	-12%&-9%	-6%&-6%	-12%&-5%	/	-1%&5%	?	-12%&4%
CC(=O)Nc1ccccc1NC(=O)C(F)(F)F	6%	0%	0%	3%	15%	14%	2%	26%
CCN(CC)CCN1CNC(=S)N(c2ccccc2OC)C1	-3%	-2%	-1%	-6%	-13%[9.22 µM]	-6%	-3%[10 µM]	/
CCN(CC)S(=O)(=O)c1cccc(C(=O)N/N=C/c2ccccc2OCC(=O)O)c1	4%	3%	-5%	3%	4%	-10%	-3%[10 µM]	2%
CC(=O)C1=C(C)Nc2ncnn2C1c1ccc(Cl)cc1 (stereo unspecified)	4%	-3%	-1%	3%	-8%	-4%	10%	15%
O=C(CN(Cc1ccco1)C(=O)c1ccccc1)Nc1ccc(Cl)c(Cl)c1	-5%	-7%	3%	?	?	?	-44%[inhibitor]	-4%
CCOc1cc(NC(=O)C2CCCO2)c(OCC)cc1NC(C)=O (stereo unspecified)	0%	-11%	1%	-6%	-9%	?	7%	0%
Cc1ccccc1NC(=O)Cn1nnc2sc3c(c2c1=O)CC(C)(C)OC3	-8%	-10%	1%	-21%	4%[9.22 µM]	/	0%[10 µM]	/
O=C(Nc1nc(-c2ccc(F)cc2)cs1)c1cccnc1	-13%	-1%	-1%	-4%	1%	10%	-14%	/
C#CCOCCOCCOCCNc1nc(N2CCN(C(=O)[C@H](Cc3cc4ccccc4[nH]3)n3cc([C@@H](N)C(C)CC)nn3)CC2)nc(N2CCN(C(=O)[C@H](Cc3cc4ccccc4[nH]3)n3cc([C@@H](N)Cc4ccc(O)cc4)nn3)CC2)n1 (stereo partly specified)	-17%	?	-9%	-20%	5%[9.22 µM]	-3%	8%[10 µM]	/
CCc1cc(=O)oc2cc3oc(C)c(C)c3cc12	-7%	-6%	?	-4%	-5%	-8%	9%	-11%
CCn1nnnc1SCC(=O)Nc1cccc(NC(C)=O)c1	9%	6%	4%	11%	5%	-16%	1%	-6%
Nc1nnc(CC(=O)N/N=C/c2ccc([N+](=O)[O-])cc2)s1	-5%	?	-11%	-15%	-30%[9.22 µM]	/	12%[10 µM]	/
Cc1cccc(N2CN=c3s/c(=C\c4ccncc4)c(=O)n3C2)c1	0%	?	0%	-20%	-25%	23%	29%	29%
O=C(O)CC(Cc1ccccc1)c1ccc2c(c1)OCO2 (stereo unspecified)	2%	-9%	8%	-7%	1%	2%	-10%	12%
COC(=O)[C@H](C)NC(=O)NC1CCCc2ccccc21 (stereo partly specified)	5%	-13%	2%	-5%	9%	11%	-2%	-11%
CCC(=O)N1c2ccc(S(=O)(=O)CCC(=O)Nc3ccc(OC)cc3OC)cc2CC1C (stereo unspecified)	4%	1%	/	-5%	/	/	/	-7%
Cc1cccc(C)c1NC(=O)NCCCN1CCN(c2ccccc2)CC1	-8%&0%	-5%&-10%	3%	-5%&-10%	-1%	9%	-5%	-9%&2%
CCC1C(=O)C[C@H]2CCN3C(=O)CCCC1C23 (stereo partly specified)	1%[126 µM]	-8%[126 µM]	/	-9%[126 µM]	/	-2%[120 µM]	-19%[96.6 µM]	/
Fc1ccccc1SCc1nnc(-c2ccccc2Br)o1	12%	-4%	-2%	-10%	1%	?	-63%[inhibitor]	2.8µM*
Cc1ccccc1-c1nc(CN2CCC(C(=O)O)CC2)c(C)o1	-3%	-15%	13%	-7%	-3%	20%	3%	18%
COc1ccc(/C(C)=N/NC(=O)c2ccc(CSc3cccc4cccnc34)cc2)cc1OC	-3%	?	?	-14%	-4%	?	-15%	-14%
CCOc1cccc(OCCCCN2CCCCC2)c1	-4%	7%	-20%	8%	-13%	?	-6%	14%
Cc1ccc(S(=O)(=O)N2CCN(C(=O)c3cccs3)CC2)cc1C	-3%	-8%	4%	-14%	-25%	8%	-14%	-21%
COc1ccc(OC)c(S(=O)(=O)Nc2c(F)cccc2F)c1	1%	-4%	6%	-6%	-9%	-2%	2%	?

Screening results deposited in PubChem by National Center for Advancing Translational Sciences (NCATS).

An excerpt; count on the stated rates, not on these rows.
